Source: PubChem BioAssay (Broad Institute)
miR-122 sensor – inhibitors of miR-122 in Huh7 cells; Huh7 miR-122 Renilla luciferase sensor, 48 h; neutral wells = 0, positive control = 100; activation (reporter increase), % at 12.5 µM; 340,000 tested, 0.3% active;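 active means mean replicate activation score at least 90 and every replicate individually at or above 90; inconclusive means only one of the two criteria met; inactive means neither criterion met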;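 further: higher luciferase means less miR-122 activity so hits act as miR-122 inhibitors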
ERAP1 HTS inh – inhibitors of human ERAP1 aminopeptidase; Q9NZ08; recombinant ERAP1, Leu-AMC fluorescence, 60 min; inhibition, % at 10.7 µM; 340,000 tested, 0.15% active; AID 652197;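 active means mean replicate inhibition of at least 30%, or all replicates individually reaching that 30% level; inactive means mean below 30% and not every replicate reaching it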;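 further: 0% = neutral control wells and 100% = L-leucinethiol positive control wells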
DENV2 CPE – DENV2-induced cell death inhibition. DENV2-infected cells, cytopathic effect rescue, plate reader. CPE inhibition, % at 9.99 µM. 350,000 tested, 1.7% active; in the data active means CPE inhibition above about 20%, passing the limit was not always enough; inconclusive means no clear call, values can overlap the other calls; tested in BHK-21 cells;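 further: 0% = median of neutral control wells and 100% = median of positive control wells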
SIRT5 block – blocks human SIRT5 desuccinylation of peptide; 330,000 tested, 1.1% active; AID 652115; inhibition, % at 15 µM; Purified SirT5, succinyl-peptide AMC, trypsin-coupled fluorescence; in the data active means inhibition above about 15%; inconclusive means no clear call, values can overlap the other calls
Target sequence (Q9NXA8 whole entry, looked up): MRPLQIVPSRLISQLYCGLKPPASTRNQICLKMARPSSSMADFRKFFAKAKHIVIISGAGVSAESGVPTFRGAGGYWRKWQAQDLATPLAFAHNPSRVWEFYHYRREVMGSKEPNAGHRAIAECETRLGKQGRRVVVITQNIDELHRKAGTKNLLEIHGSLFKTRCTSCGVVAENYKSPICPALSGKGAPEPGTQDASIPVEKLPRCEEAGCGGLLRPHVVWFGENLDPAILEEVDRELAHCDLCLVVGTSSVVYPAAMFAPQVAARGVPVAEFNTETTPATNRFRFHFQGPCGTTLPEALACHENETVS
ERp5 inh – blocks human ERp5 reductase activity on insulin. 350,000 tested, 0.05% active. Q15084. inhibition, % at 9.99 µM. ERp5 insulin aggregation, absorbance 650 nm, 90 min;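 active means mean replicate inhibition above about 25%, with every replicate also reaching it, limit read from the data, passing the limit was not always enough; inconclusive means only one of those two criteria met; inactive means neither criterion met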
Target sequence (Q15084 whole entry, looked up): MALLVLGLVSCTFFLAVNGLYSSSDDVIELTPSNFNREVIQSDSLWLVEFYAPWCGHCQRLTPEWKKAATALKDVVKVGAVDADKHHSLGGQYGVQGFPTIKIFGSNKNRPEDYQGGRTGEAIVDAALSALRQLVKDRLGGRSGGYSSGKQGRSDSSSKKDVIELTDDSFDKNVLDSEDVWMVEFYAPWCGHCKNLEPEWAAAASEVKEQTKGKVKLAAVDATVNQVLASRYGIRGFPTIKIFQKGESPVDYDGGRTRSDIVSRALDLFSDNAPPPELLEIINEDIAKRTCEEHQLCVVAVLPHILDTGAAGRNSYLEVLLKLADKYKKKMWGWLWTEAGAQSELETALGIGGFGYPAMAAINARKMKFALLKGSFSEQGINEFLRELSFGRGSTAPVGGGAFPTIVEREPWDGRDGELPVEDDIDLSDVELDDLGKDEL
CFTR F508del cor – CFTR F508del correction in bronchial cells. AID 720511. CFBE cells, YFP halide quenching; stimulated with forskolin plus potentiator P3; % fluorescence drop versus neutral controls. 350,000 tested, 0.36% active. activity (quench increase), % at 7.58 µM;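 active means mean added fluorescence quench of at least 8% versus neutral control, with both replicates also reaching 8%; inconclusive means only one of the mean or replicate conditions met; inactive means mean below 8% and not both replicates reaching 8%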;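 further: cells transiently co-express mutant CFTR-F508del with the halide-sensitive YFP; corrector assay measuring rescue of mutant channel to the surface after 24 h compound exposure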
CASP6 VEID inh – blocks human caspase-6 cleavage activity; P55212; purified caspase-6, Z-VEID-R110 cleavage fluorescence; inhibition, % at 12.5 µM; 350,000 tested, 0.53% active; AID 686996;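 active means mean inhibition across replicates at least about 35%, with every replicate also reaching that limit, limit read from the data; inconclusive means only one of the two criteria met; inactive means neither criterion met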;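 further: 0% = median of neutral control wells and 100% = no fluorescence left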
Target sequence (P55212 24-179 limits assumed): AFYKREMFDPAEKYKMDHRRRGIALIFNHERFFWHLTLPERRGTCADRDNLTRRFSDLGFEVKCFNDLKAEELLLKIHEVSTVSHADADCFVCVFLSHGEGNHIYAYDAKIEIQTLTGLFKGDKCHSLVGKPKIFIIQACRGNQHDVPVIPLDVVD
Target sequence (P55212 194-293 limits assumed): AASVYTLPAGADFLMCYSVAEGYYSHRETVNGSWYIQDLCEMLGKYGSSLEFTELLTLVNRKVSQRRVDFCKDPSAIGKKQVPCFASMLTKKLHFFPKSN
The depositor's hits bear a star; ? = inconclusive; . = no result given; [ ] = remark or other dose.

The first 4 compounds, ahead of the listing:
Order of results – CASP6 VEID inh | miR-122 sensor | CFTR F508del cor | DENV2 CPE | ERp5 inh | SIRT5 block | ERAP1 HTS inh
1) COc1ccc(S(=O)(=O)Nc2ccc3c(c2)CC(=O)N([C@@H](C)CO)C[C@@H](C)[C@H](CN(C)Cc2ccc(Cl)c(Cl)c2)O3)cc1
  2 | -21[16.7 µM] | 1.1 | -20 | 8 | 0 | 1
2) CC(C)Cc1ccc(CN2CCCC(NC(=O)c3ccnn3C)C2)cc1 (stereo not drawn)
  -8 | -5 | 0.8 | -4 | 0 | 0 | 0
3) COc1ccc(NS(=O)(=O)c2ccc(Br)cc2)cn1
  4 | 6 | 0.7 | 6 | 0 | 0 | -3
4) CC(=O)Nc1ccc(NC(=O)COC(=O)c2ccc(S(=O)(=O)NCc3ccco3)cc2)cc1
  0 | -11 | -0.5 | 11 | 5 | -4 | 0

Results, previewed entries included:
Order of results – CASP6 VEID inh | miR-122 sensor | CFTR F508del cor | DENV2 CPE | ERp5 inh | SIRT5 block | ERAP1 HTS inh
1) COc1ccc(S(=O)(=O)Nc2ccc3c(c2)CC(=O)N([C@@H](C)CO)C[C@@H](C)[C@H](CN(C)Cc2ccc(Cl)c(Cl)c2)O3)cc1
  2 | -21[16.7 µM] | 1.1 | -20 | 8 | 0 | 1
2) CC(C)Cc1ccc(CN2CCCC(NC(=O)c3ccnn3C)C2)cc1 (stereo not drawn)
  -8 | -5 | 0.8 | -4 | 0 | 0 | 0
3) COc1ccc(NS(=O)(=O)c2ccc(Br)cc2)cn1
  4 | 6 | 0.7 | 6 | 0 | 0 | -3
4) CC(=O)Nc1ccc(NC(=O)COC(=O)c2ccc(S(=O)(=O)NCc3ccco3)cc2)cc1
  0 | -11 | -0.5 | 11 | 5 | -4 | 0
5) CCOc1ccccc1NC(=O)c1ccc2c(c1)C(=O)N(CC)C2=O
  0 | 1 | 1.2 | -3 | -7 | -1 | 1
6) Cc1ccc(Cn2c(CN3CC(C)OC(C)C3)nc3c2c(=O)n(C)c(=O)n3C)cc1 (stereo not drawn)
  -2 | . | -6.7 | 2 | -7 | 2 | 2
7) COc1ccc(NC(=O)N(C)C[C@@H]2OCCCC[C@@H](C)Oc3ccc(NC(=O)Cc4ccccc4)cc3C(=O)N([C@@H](C)CO)C[C@@H]2C)cc1
  -10 | 4[16.7 µM] | 1.3 | 14 | -2 | 3 | -3
8) CCn1ccc2c(OCC(=O)NCCc3ccc(OC)c(OC)c3)cccc2c1=O
  4 | -1 | -0.8 | 14 | 1 | -2 | -2
9) CC1=C/C(=N\NC(=S)NCCc2ccccc2)CC(C)(C)C1
  -1 | 0 | 1.7 | 4 | -1 | -19 | 0
10) Cc1cc(Nc2cccc(Cl)c2)nc(-c2ccccc2O)n1
  1 | 2 | 2.4 | 15 | 5 | -3 | 1
11) Cc1cccc(C(=O)Nc2cc(S(=O)(=O)N3CCOCC3)ccc2N2CCCCC2)c1
  1 | 3 | -0.6 | -5 | 4 | 0 | 3
12) O=C(C[C@@H]1CC[C@@H]2[C@H](COC[C@@H](O)CN2Cc2ccccc2F)O1)NCc1ccccc1F
  -1 | 7[16.7 µM] | 0.5 | -8 | 0 | 1 | -2
13) CN(Cc1cnn(C)c1)Cc1nc(-c2ccc(Cl)cc2)no1
  -1 | 0 | -0.5 | 1 | 4 | 2 | 12
14) O=C(C[C@H]1C[C@@H]2c3cc(NC(=O)C4CCOCC4)ccc3O[C@@H]2[C@H](CO)O1)NCCN1CCCCC1
  -7 | 34[16.7 µM] | 0.1 | -6 | -4 | 0 | 0
15) Cn1c(=O)c2cc(NC(=O)Nc3cccnc3)ccc2n1Cc1cccc(C(F)(F)F)c1
  -4 | 2 | -5.3 | -5 | -8 | . | -3
16) C[C@@H]1CN([C@@H](C)CO)C(=O)Cc2cc(NC(=O)Nc3cccc4ccccc34)ccc2O[C@@H]1CN(C)Cc1ccc(-c2ccccc2)cc1
  -3 | 17[16.7 µM] | 3.6 | 13 | 1 | -1 | 5
17) C[C@@H]1CCCCO[C@H](CN(C)Cc2ccncc2)[C@@H](C)CN([C@@H](C)CO)C(=O)c2cc(NS(=O)(=O)c3ccccc3)ccc2O1
  -1 | 8[16.7 µM] | 2.2 | 4 | -2 | 4 | -7
18) CCc1nc2ccc(C(=O)Nc3cccc(OCC(=O)N(C)C)c3)cn2c1N(C)Cc1cc2ccccc2s1
  -1 | -7 | -2.6 | 19 | 1 | -2 | 0
19) O=c1cc2n(c(=O)[nH]1)CCC1=C2CCCC1
  -1 | -2 | . | . | -12 | -3 | -3
20) Cc1ccc(-c2cnc3c(c2)C(=O)N([C@H](C)CO)C[C@@H](C)[C@H](CN(C)C)O3)cc1
  1 | -2[16.7 µM] | -0.4 | ? | 1 | -3 | 0
21) CSCC(C)N1CCC(CCC(=O)NC2CC2)CC1 (stereo not drawn)
  -6 | 3 | 0.5 | 0 | 4 | -2 | -1
22) COc1ccc(-c2nnc3n2CCCCC3)cc1
  0 | -2 | 0.6 | -2 | 0 | 1 | -4
23) c1ccc(-c2nnc(OCC3CCCO3)c3ccccc23)cc1 (stereo not drawn)
  -1 | -2 | 0.3 | . | 3 | 1 | -4
24) O=C(NCCc1ccccc1)C1CCC(=O)N(CCCN2CCCC2=O)C1 (stereo not drawn)
  -1 | -4 | 0.3 | 0 | 1 | -1 | -1
25) C[C@@H]1CN([C@@H](C)CO)C(=O)c2cc(NC(=O)c3ccncc3)ccc2O[C@@H]1CN(C)C(=O)Nc1ccc2c(c1)OCO2
  0 | -1[16.7 µM] | -1.1 | -3 | 0 | -8 | -3
26) CSc1ccc(CN2CCN(Cc3ccccc3)C(CCO)C2)cc1 (stereo not drawn)
  -1 | . | 0.2 | -3 | 3 | -4 | -2
27) Cc1nc2ccccc2n1CC(=O)N/N=C/c1cccs1
  1 | -10 | -0.6 | -8 | 2 | -6 | 0
28) Cc1ccc(-c2nc3c(c(SCC(=O)N4CCCC4)n2)COC(C)(C)C3)cc1
  0 | -4 | -0.7 | 0 | 7 | . | 1
29) CCc1c(C(=O)Nc2ccc(C)c(C)c2)[nH]c(C)c1C(C)=O
  3 | 27 | 0.0 | -4 | 0 | -2 | 6
30) O=C(C[C@H]1C[C@@H]2c3cc(NC(=O)c4cccnc4)ccc3O[C@@H]2[C@@H](CO)O1)NCc1ccncc1
  3 | 6[16.7 µM] | -0.8 | 1 | 4 | -2 | 1
31) CCCCCCNC(=O)O[C@H]1CN(C(=O)OC(C)C)N(C(=O)OC(C)C)[C@@H]2CN(S(=O)(=O)c3ccc(C)cc3)C[C@]12O
  0 | -22 | -1.8 | 5 | 2 | 8 | -1
32) Cc1ccc(NC(=O)N2CCN(S(=O)(=O)c3ccccc3)CC2)cc1
  -2 | . | . | 1 | 1 | -1 | 3
33) CCOc1ccc(/C=N/N2C(C)CCCC2C)cc1 (stereo not drawn)
  1 | . | 0.4 | -2 | 2 | -2 | 2
34) CC(C)NC(=O)N(C)C[C@@H]1OCCCC[C@@H](C)Oc2ccc(NC(=O)CCCN(C)C)cc2C(=O)N([C@@H](C)CO)C[C@H]1C
  -2 | -2[16.7 µM] | -1.1 | 1 | -1 | -3 | 0
35) Cc1nn(Cc2cccc3ccccc23)c(C)c1NC(=O)c1cccnc1
  3 | . | -2.9 | 1 | -13 | -2 | -2
36) C[C@H]1CCCCO[C@@H](CN(C)C(=O)Nc2ccc(C(F)(F)F)cc2)[C@@H](C)CN([C@@H](C)CO)C(=O)c2cc(NS(=O)(=O)c3ccc(Cl)cc3)ccc2O1
  1 | -2[16.7 µM] | 2.1 | -7 | -1 | 10 | -2
37) CCCCC(=O)Nc1ncc([N+](=O)[O-])s1
  11 | . | -3.4 | 9 | 2 | 3 | -3
38) CCSc1ccccc1C(=O)NCCc1ccccc1
  -1 | . | -1.1 | 3 | 3 | 0 | 5
39) C[C@H]1CN([C@@H](C)CO)C(=O)c2cc(C#CCN(C)C)cnc2O[C@H]1CN(C)Cc1ccncc1
  -4 | -4[16.7 µM] | 0.4 | 2 | -6 | -1 | 3
40) CCCN(Cc1nnc(-c2ccccc2Cl)o1)C(=O)c1cc([N+](=O)[O-])cc([N+](=O)[O-])c1
  1 | -1 | -0.1 | 10 | -6 | -2 | -4
41) COc1cccc(/C=N/n2nnnc2N)c1OCC#N
  0 | . | -0.5 | 5 | -5 | 0 | 7
42) Nc1ccccc1NC1CCCCC1
  -2 | . | 3.5 | 2 | -13 | -2 | 0
43) O=C(Nc1ccccc1C(=O)O)C1=NN=CC1
  5 | . | -1.6 | 0 | 2 | -1 | 1
44) COCCNC(=O)C1(C)CCCN(CCS(=O)(=O)c2ccc(C)cc2)C1 (stereo not drawn)
  1 | -6 | -5.8 | 13 | -2 | . | 1
45) O=C(NCc1cccnc1)c1ccc(COc2ccccc2Br)o1
  3 | -3 | -3.6 | 1 | 2 | -1 | 5
46) Cc1cccc(C(=O)NNS(=O)(=O)c2ccc(F)cc2)c1
  -1 | 8 | 0.1 | 0 | 1 | -2 | -2
47) CC(C)C[C@H]1COc2cccc(N3CCC[C@@H]3CO)c2S(=O)(=O)N1
  -3 | . | -0.4 | 6 | 5 | 0 | .
48) CCOc1cc(C)ccc1OCc1nnc(SCC(=O)Nc2cccc(C(=O)O)c2)n1-c1ccccc1
  9 | -6 | . | 2 | 3 | 60* | -4
49) Cc1cc(Nc2cccc(Cl)c2Cl)n2ncnc2n1
  5 | 0 | 1.6 | -2 | -1 | -1 | 0
50) Cc1cc(C)n2nc(C(=O)NCc3ccco3)cc2n1
  1 | -2 | -0.4 | 18 | -6 | -5 | 0
51) COc1ccc(C)cc1NC(=O)CN1C(=O)C(=O)N(C2CCCC2)C1=O
  0 | -10 | -6.2 | 6 | 2 | 2 | 4
52) Cc1ccc(OCCOC(=O)c2nc3nccc(C)n3n2)cc1
  -1 | . | 0.1 | 0 | -3 | 5 | 13
53) O=C(COC(=O)c1cc(Cl)ccc1O)Nc1ccccc1C(=O)NC1CC1
  -2 | -6 | 2.2 | 0 | 0 | 2 | -4
54) CC(C)C(C(=O)NCc1ccccc1)N1CCN(C(=O)C2CCCO2)CC1 (stereo not drawn)
  0 | . | -1.5 | 1 | -1 | 2 | 0
55) Cc1ccccc1-c1ccc2c(c1)O[C@H](CN(C)C(=O)Nc1ccc(C(F)(F)F)cc1)[C@@H](C)CN([C@@H](C)CO)S2(=O)=O
  -2 | 21[16.7 µM] | -3.6 | -10 | -1 | 0 | -2
56) C[C@H]1CN([C@@H](C)CO)C(=O)c2cc(NC(=O)CCCN(C)C)ccc2O[C@H]1CN(C)Cc1ccc(C(F)(F)F)cc1
  -6 | -4[16.7 µM] | 3.6 | 4 | 15 | -3 | 4
57) N#Cc1ccc(NC(=O)c2cc(S(=O)(=O)N3CCOCC3)ccc2N2CCCC2)cc1
  -3 | 2 | 6.6 | -10 | 12 | 4 | 0
58) COCCNC(=O)c1ccc2nc(Cc3ccc(OC)c(OC)c3)oc2c1
  -5 | 0 | . | 1 | 4 | -2 | -2
59) Cc1ccc(S(=O)(=O)N[C@@H]2C=C[C@@H](CC(=O)NCc3ccccc3F)O[C@@H]2CO)cc1
  1 | -7[16.7 µM] | -0.8 | ? | 2 | 0 | -3
60) CC1=CC2=NC(=O)/C(=C/c3coc4ccccc4c3=O)C(=N)N2O1
  -5 | -1 | 2.2 | 2 | 1 | -10 | -2

5 of the entries above in order of the ERAP1 HTS inh value, falling:
| cpd | Compound | ERAP1 HTS inh |
| --- | --- | --- |
| 51 | COc1ccc(C)cc1NC(=O)CN1C(=O)C(=O)N(C2CCCC2)C1=O | 4 |
| 44 | COCCNC(=O)C1(C)CCCN(CCS(=O)(=O)c2ccc(C)cc2)C1 (stereo not drawn) | 1 |
| 50 | Cc1cc(C)n2nc(C(=O)NCc3ccco3)cc2n1 | 0 |
| 59 | Cc1ccc(S(=O)(=O)N[C@@H]2C=C[C@@H](CC(=O)NCc3ccccc3F)O[C@@H]2CO)cc1 | -3 |
| 53 | O=C(COC(=O)c1cc(Cl)ccc1O)Nc1ccccc1C(=O)NC1CC1 | -4 |
